Screening results from PubChem BioAssay.
A-T KAP1 phos = qHTS Assay for Identifying a Potential Treatment of Ataxia-Telangiectasia. […] A-T fibroblasts, KAP-1 phosphorylation AlphaLISA; neocarzinostatin DNA damage 30 min before lysis. Potency, µM (doses to about 57.5 µM), without a hit: at the top dose activation, usual class: activators. AID 485349, 2010. 320,000 compounds, 0.19% hits; further: potency means the concentration at half of the fitted maximal effect; % of control where 0% means no effect; nearly all actives have a fitted effect of over 45% in size
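ATM-like activity read as KAP-1 phosphorylation via AlphaLISA donor/acceptor antibody pairs after lysis and 6 hr at 25C. Cells were ATM-null patient fibroblasts ([…], hTERT), dosed 60 min, then exposed to the DSB inducer NCS for 30 min.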
TCR activator = Activators of T cell receptors: qHTS campaign; 330,000 tested, under 10 active; Potency, µM (highest dose often 9.22 µM), inactives show at the highest dose activation of IL-2 secretion, hits mostly activators; primary human leukocytes, anti-CD3, IL-2 HTRF, 48 h; further: % of control where 0% means no effect
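Activity was scored as IL-2 release from primary human leukocytes given only a TCR signal (a-CD3 beads) plus compound for 48 hr. Detection used a two-antibody HTRF format read at 665nm.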
TSHR antag = Antagonists of the Thyroid Stimulating Hormone Receptor: HTS campaign | Thyrotropin receptor (Homo sapiens), P16473 | TSHR-expressing cells, TSH-stimulated cAMP HTRF, 2 h; hits give low values | activity change, negative = inhibition, % at 11.5 µM | 330,000 compounds, 0.2% hits | AID 504810, 2011;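 active means activity change below a set negative limit, meaning inhibition stronger than a set level, cut at about -70% in these data; inconclusive means activity change between two set negative limits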; further: on the % scale 0 is the no-effect control and ±100 the full control effect
Target sequence (P16473 whole entry, looked up): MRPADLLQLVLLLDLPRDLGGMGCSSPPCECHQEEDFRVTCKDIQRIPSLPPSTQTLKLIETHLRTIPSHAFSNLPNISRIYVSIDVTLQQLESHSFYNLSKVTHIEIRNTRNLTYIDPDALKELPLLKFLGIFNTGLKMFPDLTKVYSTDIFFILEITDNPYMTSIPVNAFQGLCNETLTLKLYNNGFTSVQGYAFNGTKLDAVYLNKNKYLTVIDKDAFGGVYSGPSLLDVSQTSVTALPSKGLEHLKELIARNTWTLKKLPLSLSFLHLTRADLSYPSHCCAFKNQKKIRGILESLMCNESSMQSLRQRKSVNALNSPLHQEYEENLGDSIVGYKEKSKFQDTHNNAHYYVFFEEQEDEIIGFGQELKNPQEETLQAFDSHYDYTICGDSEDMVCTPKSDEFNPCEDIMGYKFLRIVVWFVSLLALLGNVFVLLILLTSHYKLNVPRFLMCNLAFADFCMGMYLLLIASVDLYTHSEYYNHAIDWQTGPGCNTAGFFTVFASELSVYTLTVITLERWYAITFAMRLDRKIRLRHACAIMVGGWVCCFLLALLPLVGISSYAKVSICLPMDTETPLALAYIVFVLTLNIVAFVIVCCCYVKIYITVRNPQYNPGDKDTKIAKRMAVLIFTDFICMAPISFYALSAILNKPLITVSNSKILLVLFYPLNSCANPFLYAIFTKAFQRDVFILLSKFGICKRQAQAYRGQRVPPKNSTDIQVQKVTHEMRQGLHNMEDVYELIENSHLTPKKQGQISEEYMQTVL
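Antagonism was scored as loss of TSH-driven cAMP in TSHR cells, stimulated with 4nM TSH (EC80) for 2 hours at 37 deg C and detected by homogeneous HTRF competition immunoassay.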
KCNH2 WT inh = qHTS for Inhibitors of KCHN2 3.1: Wildtype qHTS; Voltage-gated inwardly rectifying potassium channel KCNH2 (Homo sapiens), Q12809; 340,000 compounds, 0.37% hits; U2OS, BacMam KCNH2, thallium flux FluxOr; hits give low values; activity change, % at 1.84 µM;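 active means maximum activity change below -70%; inconclusive means maximum activity change between -70% and -50%; inactive means maximum activity change above -50%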; further: on the % scale 0 is the no-effect control and ±100 the full control effect
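U2OS cells were transduced with wild-type KCNH2 virus (2.03 x 10^8 / mL) for 4 h at room temperature, then cultured overnight at 37 C. Thallium flux was read with FluxOr dye. Rate constants were normalized to DMSO controls.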
Eya2 phos inh = qHTS Assay for Inhibitors of the Phosphatase Activity of Eya2 | recombinant Eya2, OMFP fluorescence dephosphorylation (OMFP is methylfluorescein phosphate) | Potency, µM (highest dose often 76.9 µM), inactives show at the top dose activity, negative = inhibition, most hits filed as inhibitors | 330,000 compounds, 0.006% hits | AID 488837, 2010; further: potency means the concentration at half of the fitted maximal effect; on the % scale 0 is the no-effect control and ±100 the full control effect
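Eya2 (0.2 uM) preincubated 10 min at ambient with compound, then OMFP substrate added at 50 uM; 10 min reaction in 50 mM HEPES pH 7.5, 50 mM NaCl, 5 uM MgCl2, 0.05% BSA, 1 mM DTT. Fluorescence read at Ex 485/Em 525 nm.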
USP2a inh = qHTS Assay for Inhibitors of Ubiquitin-specific Protease USP2a Using CHOP2 as the Reporter; Ubiquitin carboxyl-terminal hydrolase 2 (Homo sapiens), O75604; USP2 core, Ub-CHOP2 coupled fluorogenic reporter, 485/531; Potency, µM (series often up to 38.3 µM), inactives show at the top dose activity change, negative = inhibition, actives largely listed as inhibitors; 330,000 compounds, 0.01% hits;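 further: potency means the concentration at half of the fitted maximal effect; plate controls were DMSO wells for no effect and full inhibition by NEM control for full effect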
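Cell-free coupled assay: 10nM USP2 core preincubated 30min RT with compound in Tris-HCl pH 8.0/CaCl2/CHAPS buffer, then 25nM Ub-CHOP2 and 25nM reporter substrate; fluorescence (Ex 485/Em 531) read after 60min RT, normalized to NEM inhibition, concentration-response curves fitted.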
Mito fusion yeast = qHTS Assay for Small Molecule Inhibitors of Mitochondrial Division or Activators of Mitochondrial Fusion. Potency, µM (highest dose often 46.1 µM), for inactives: at the top dose growth rescue (activation), actives largely listed as activators. S. cerevisiae fusion-defective mutant growth rescue, CellTiterGlo 48 h. 320,000 compounds, 0.23% hits;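 further: potency means the concentration at half of the fitted maximal effect; % of control where 0% means no effect; nearly all actives have a fitted effect of over 45% in size; temperature-sensitive fusion mutants such as fzo1-1 at 37 °C on non-fermentable ethanol glycerol medium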
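Growth-rescue viability read-out: after 48 h at the non-permissive 37C in glycerol/ethanol YPEG, yeast mitochondrial fusion mutants are measured by CellTiterGlo luminescence; compounds (23 nl pinned per well) restoring growth score as division inhibitors or fusion activators.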
KCNH2 3.1 block = qHTS for Inhibitors of KCHN2 3.1: Mutant qHTS | U2OS KCNH2 3.1, thallium flux FluxOr; hits give low values | Potassium voltage-gated channel subfamily H member 2, brain isoform KCNH2 3.1 (human) | activity change, % (tested at about 1.8 µM) | 340,000 compounds, 0.95% hits;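 active means maximum activity change below -70%; inconclusive means maximum activity change from -70% to -50%; inactive means maximum activity change above -50%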;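 further: thallium influx rate constant from kinetic fluorescence after stimulation buffer; on the % scale 0 is the no-effect control and ±100 the full control effect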
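We transduce U2OS cells with the mutant 3.1 virus, culture them overnight, load FluxOr with Red40 quencher for 45 min, then add stimulation buffer and read kinetically for 2 min to derive a normalized rate constant.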
TRPV1 agonist = HTS Assay for Compounds that Act as Agonists of the Vanilloid Receptor 1 | activation, % at 8.33 µM | TRPV1-expressing cells, Fluo-8 calcium influx, agonist mode | Transient receptor potential cation channel subfamily V member 1 (Homo sapiens), Q8NER1 | 320,000 compounds, 0.19% hits; in the data active means activation above about 80%; inconclusive means between about 30% and that limit; further: 0% is about no effect
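Fluo-8 calcium influx in TRPV1-expressing cells, kinetic read (ex 480/em 520 nm). Compound added and read 3 min for agonist activity, followed by capsaicin at EC20 final and 2 min further read for enhancement.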
ELG1 DNA repair = qHTS screen for small molecules that inhibit ELG1-dependent DNA repair in human embryonic kidney (HEK293T) cells expressing luciferase-tagged ELG1; 330,000 compounds, 2.3% hits; Potency, µM (doses to about 46.1 µM), for inactives: at the highest dose activity change, negative = inhibition, most hits filed as inhibitors; HEK293T ELG1-luciferase reporter, luminescence, 16 h; DNA damage induced by 5-fluorouridine; further: potency means the concentration at half of the fitted maximal effect; on the % scale 0 is the no-effect control and ±100 the full control effect; nearly all actives have a fitted effect of over 55% in size
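Overnight (16 hr) co-exposure of 2,000 cells/well to 5-fluorouridine and compound at 37 °C preceded detection. Luciferase was quantified via ONE-Glo luminescence; loss of signal denotes inhibition.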
Starred values were filed as active, the others as inactive; ? = inconclusive; · = not tested or not shown; & = joins results of further samples; [ ] = dose if it differs, or a comment. Unless noted, the call rests on the fitted dose curve; in most records, active means well fitted curve in the direction sought with a large enough effect; inconclusive means small, poorly fitted or top-dose-only effect, or another doubt; inactive means no such curve, though single readings can be large; an effect the other way counts as inactive or inconclusive. Only part of the results is shown; the hit share may differ from the screen's.

Every second line gives: A-T KAP1 phos	TCR activator	TSHR antag	KCNH2 WT inh	Eya2 phos inh	USP2a inh	Mito fusion yeast	KCNH2 3.1 block	TRPV1 agonist	ELG1 DNA repair
- C=CCn1c(Oc2ccc(C=O)cc2OCC)nc2c1c(=O)n(C)c(=O)n2C
→ 5%	7%	1	-14	-12%	3%	-2%	-1	2	10%
- O=C(Nc1cc(S(=O)(=O)N2CCCCC2)ccc1O)c1ccccc1NS(=O)(=O)c1ccc(F)c(F)c1
→ 0%	-12%[46.1 µM]	-19	-3	-3%	4%	-6%	-16	-9	2%
- CCOc1ccc(/C=N/Nc2cc(C)nc(N3CCOCC3)n2)cc1
→ 0%	0%	-3	13	?	-1%	-4%	-39	?	?
- Cc1cc(N=NC(=O)c2ccccc2)ccc1O
→ -3%	-6%	-6	·	3%	0%	2%	-26	1	?
- Cc1cc(C)nc(NC(=O)C2c3ccccc3Oc3ccccc32)n1
→ 4%	2%	4	1	7%	-1%	8%	-5	-4	2%
- CS(=O)(=O)N1CCC(Oc2ccccc2C(=O)NC(C2CC2)C2CC2)CC1
→ 8%	-11%	18	13	-9%	-1%	3%	-10	15	-4%
- O=C(c1nc2nc(-c3ccccc3)cc(C(F)(F)F)n2n1)N1CCOCC1
→ -4%	-7%	-1	4	7%	1%	-11%	8	0	-3%
- Cc1cc(C)cc(NC(=O)CCn2cnc3cc(C)c(C)cc32)c1
→ 2%	4%	1	-2	8%	-2%	6%	-18	3	-7%
- O=C(CNC(=O)c1ccc2c(c1)OCO2)N/N=C/c1cc(Br)ccc1O
→ -4%	-4%	-4	1	-4%	4%	-4%	5	-2	-26%
- COc1ccc2[nH]c3c(c2c1)CCN1C(=O)C(CC(=O)NCc2ccc(OC)c(OC)c2)C[C@H](C(=O)N2CCCCC2)[C@@]31CCc1ccccc1 (stereo partly drawn)
→ 2%	-1%[46.1 µM]	17	-7	1%	-1%	·	2	·	-17%
- COc1ccc(CCNC2=CC(=O)CC(C)(C)C2)cc1
→ -1%	-8%	-4	1	-7%	-5%	1%	13	2	?
- O=C(CN(Cc1ccccc1)C(=O)CSc1nnc(COc2ccccc2)o1)NC1CCCC1
→ ·	1%[46.1 µM]	5	-7	0%	0%	-2%	0	0	?
- O=C(c1ccc(-c2ccccc2Cl)o1)N1CCC1
→ 0%	-8%	-17	-7	3%	1%	11%	-9	?	?
- Cc1ccc(C2=Nc3ccccc3SC(c3cccc([N+](=O)[O-])c3)C2)cc1 (stereo not drawn)
→ 11%	-3%	-6	-4	?	-5%	-14%	0	?	?
- O=S(=O)(Nc1cccc(-c2ccc(N3CCCCCC3)nn2)c1)c1cccc(F)c1
→ -2%	3%	-19	36	-3%	1%	1%	0	?	?
- CCOC(=O)N1CCN(C(=O)c2c(N)no[n+]2[O-])CC1
→ -3%	·	4	·	-1%	2%	3%	·	1	10%
- Nn1c(SCc2c(F)cccc2F)nnc1-c1ccccn1
→ 1%	-4%	1	9	6%	0%	-1%	0	1	?
- O=C(OCCOc1cccc(Cl)c1)c1ccc2ncsc2c1
→ 3%	-7%	2	3	-13%	2%	-3%	2	2	-1%
- COc1ccccc1NC(=O)c1ccc(CN2CCOCC2)cc1
→ -10%	-5%	5	1	4%	-4%	-10%	3	1	14%
- O=c1[nH]c(CSc2ncccn2)nc2c1cnn2-c1ccccc1
→ 10%	0%[46.1 µM]	26	-7	1%	2%	9%	-6	-5	-22%
- N#Cc1c(SCc2cccc(Cl)c2)sc(C(=O)c2ccccc2)c1N
→ 1%	-10%	-15	-1	28%	4%	19%	7	2	?
- CCC(C(=O)NC1CCCC1)N(C(=O)c1snc(C(N)=O)c1N)c1ccc2c(c1)OCCO2 (stereo not drawn)
→ 6%	·	-5	-12	-4%	-2%	9%	-7	1	2%
- CCCCCc1nnc(NC(=O)Cn2cnc3ccccc3c2=O)s1
→ -6%	2%[46.1 µM]	0	-4	-6%	4%	0%	-12	-3	10%
- CCN(CC)C(=O)Cn1ncc2c1-c1ccccc1OC2
→ 9%	3%[46.1 µM]	-3	-4	-4%	-8%	-1%	-15	8	7%
- O=C(O)c1ccccc1S
→ 9%	·	-1	·	7%	3%	-3%	·	-1	10%
- CC(C)OCCCn1c(SC(C)C(=O)NCC2CCCO2)nc2cc(Cl)ccc2c1=O (stereo not drawn)
→ 4%	-2%	-9	-8	8%	3%	-3%	0	28	3%
- COc1ccc(CCNC(=O)c2ccccc2NS(=O)(=O)c2cc(C(=O)O)ccc2OC)cc1
→ 13%	-5%	-2	-2	-1%	2%	-7%	-16	1	8%
- CCOc1ccc(NC(=O)N(CCN(C)C)C(C)c2cccnc2)cc1 (stereo not drawn)
→ -7%	-3%	11	7	3%	1%	-2%	6	1	-6%
- Cc1ccc(NCC(=O)N/N=C/c2cc3ccccc3nc2Cl)cc1
→ 0%	0%	-7	3	-11%	0%	-2%	4	0	4%
- CCCn1c(=O)c2c(ncn2C)n(CCC)c1=O
→ -2%	-4%	12&-5	0	-4%&16%	4%	-11%&-11%	21	-1	?
- CC(C)c1ccccc1NS(=O)(=O)c1cccs1
→ 14%	-1%	15	-3	-17%	-1%	13%	5	4	-4%
- O=C(CSCc1ccc([N+](=O)[O-])cc1)NC1CC2CCC1C2 (stereo not drawn)
→ -7%	3%[46.1 µM]	-9	-11	1%	3%	-3%	-10	8	-8%
- CCC(C)c1ccc(NC(=S)NN2CCOCC2)cc1 (stereo not drawn)
→ -4%	-1%[46.1 µM]	34	-7	2%	4%	-5%	-15	8	?
- CCOc1cc(NC(=S)NCCCN2CCOCC2)c(OCC)cc1NC(=O)CC(C)C
→ 1%	9%	-4	-3	-17%	0%	2%	17	1	-1%
- Cc1ccc(NC2CCCN(C(=O)CCC3=NNC(=O)CC3)C2)cc1C (stereo not drawn)
→ -1%	3%	0	-14	4%	2%	1%	5	-6	6%
- COc1ccc(CN([C@H](C)CO)S(=O)(=O)N(Cc2ccccc2)[C@H](CO)C(C)C)cc1
→ 3%	8%	-10	-15	-8%	-1%	29%	-25	6	-12%
- CCC12C(=O)C(CC)(C(c3ccccc3)=C1c1ccccc1)[C@@H]1C(=O)N(c3ccc(C)cc3)C(=O)C12 (stereo partly drawn)
→ -6%	7%[46.1 µM]	18	-2	5%	1%	0%	-2	5	21%
